Statin myotox sup = suppression of simvastatin myotoxicity | C2C12 myotubes + simvastatin, ATP luminescence, 48 h; scaled: DMSO 0, geranylgeraniol control 100 | rescue of ATP level, % at 7.49 µM | 330,000 compounds, 0.78% hits;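 active = mean ATP rescue above about 67%, or every replicate alone reaching that limit, limit read from the data, passing the limit was not always enough; inconclusive = no clear call, values can overlap the other calls; inactive = mean under the limit and some replicate under it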;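 note: myotubes were challenged with 10 µM simvastatin during compound exposure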
Cneo AK release = Cryptococcus neoformans lysis via adenylate kinase release | C. neoformans lysis, adenylate kinase release luminescence, 4 h; normalised: neutral wells 0, clomiphene wells 100 | lysis activity, % at 15 µM | 360,000 compounds, 0.2% hits | AID 651654;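 active = mean lysis activity across replicates of at least 80%, whatever share of replicates individually reach that level; inactive = mean lysis activity below 80%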
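Test system: log-phase Cryptococcus neoformans yeast cells; Quantity: yeast cell density of 5 × 10^6 cells/mL; Buffer or medium: YPD; Doses: single compound concentration per well; Timing: 4 h at 37 °C static, read 1 h later; Measured by: AK luminescence; Read-out basis: lysis from increased AK signal; Control set: Clomiphene as positive control.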
SIRT5 inh = blocks human SIRT5 desuccinylation of peptide. Purified SirT5, succinyl-peptide AMC, trypsin-coupled fluorescence. inhibition, % at 15 µM. Q9NXA8. 330,000 compounds, 1.1% hits; in the data active = inhibition above about 15%; inconclusive = no clear call, values can overlap the other calls
Target sequence (Q9NXA8 whole entry, looked up): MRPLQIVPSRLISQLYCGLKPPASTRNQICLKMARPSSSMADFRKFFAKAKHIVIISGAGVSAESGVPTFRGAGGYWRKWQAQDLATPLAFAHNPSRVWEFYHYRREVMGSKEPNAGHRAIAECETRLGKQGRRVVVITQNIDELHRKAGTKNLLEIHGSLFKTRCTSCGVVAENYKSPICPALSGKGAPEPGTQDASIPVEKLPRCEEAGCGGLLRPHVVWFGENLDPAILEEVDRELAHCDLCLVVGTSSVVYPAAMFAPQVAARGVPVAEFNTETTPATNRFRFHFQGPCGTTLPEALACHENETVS
S100A4 MyoIIA = blocks human S100A4 binding to myosin IIA peptide; 360,000 compounds, 0.14% hits; S100A4/TAMRA-MyoIIA peptide fluorescence polarization; P26447; inhibition, % at 10.7 µM;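 active = mean inhibition of at least 70% across replicates, with every replicate also reaching that level; inconclusive = mean inhibition reaches 70% but some replicates fall short; inactive = mean inhibition below 70%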
Target sequence (P26447 whole entry, looked up): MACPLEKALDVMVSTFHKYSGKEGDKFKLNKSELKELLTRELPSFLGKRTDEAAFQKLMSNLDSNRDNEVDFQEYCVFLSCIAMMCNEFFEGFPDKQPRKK
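Test system: S100A4 monomer protein; Medium: HEPES pH 7.2 with CaCl2, KCl, NaCl, DTT, Triton; Probe or stimulus: TAMRA-labelled myosin IIA heavy-chain peptide probe, 5 nM; Doses: one dose per compound; Times: polarization read 5 min after assay mix addition, stable 5–60 min; Benchmarks: neutral control DMSO, positive control TFP.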
XiGFP reactiv = X-chromosome reactivation activator; XiGFP mouse fibroblasts, % GFP-positive cells imaging, 3 d; cells co-treated with 5-aza-dC sensitizer; scaled so ellipticine positive control = 100%; activation, % at 7.58 µM; 360,000 compounds, 0.055% hits; AID 743238;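 active = mean normalized replicate activation at least 10% and every replicate at or above 10%; inconclusive = only one of the two criteria met; inactive = mean below 10% and not all replicates reach 10%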;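 note: 0% = median of on-plate neutral control wells and 100% = ellipticine 6 µM median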
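material = 68-5-11 XiGFP fibroblast line | medium = DMEM plus 5-aza-dC sensitizer | schedule = 3 days compound exposure | benchmarks = positive control ellipticine, 6 µM final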
ERAP1 inh = blocks human ERAP1 aminopeptidase activity; recombinant ERAP1, Leu-AMC fluorescence, 60 min; AID 652197; Q9NZ08; inhibition, % at 10.7 µM; 340,000 compounds, 0.15% hits;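 active = mean replicate inhibition of at least 30%, or all replicates individually reaching that 30% level; inactive = mean below 30% and not every replicate reaching it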;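 note: 0% = neutral control wells and 100% = L-leucinethiol positive control wells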
LGR2 antag = blocks bursicon-induced cAMP signaling via Drosophila LGR2. HEK293 LGR2, CRE-luciferase, bursicon-stimulated, 4 h. inhibition, % at 9.99 µM. 380,000 compounds, 0.35% hits;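 active = drop in luminescence signal, shown as inhibition above about 50% in the replicate tests, limit read from the data, passing the limit was not always enough; inconclusive = probably only some replicates passing the limit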;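 note: agonist challenge used bursicon conditioned medium at about half maximal strength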
PGC1a acetyl inh = lowers PGC1a acetylation signal in U2OS cells; AlphaScreen anti-acetyl-lysine; with virally co-expressed GCN5 acetyltransferase; inhibition, % at 15.6 µM; 350,000 compounds, 0.17% hits;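 active = every replicate shows inhibition of at least 40%; inconclusive = mean inhibition at least 40% but some replicate below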;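 note: 0% = neutral control wells and 100% = positive control wells; some results beyond the cut were filed as inactive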
* hit, by the source's call; ? = inconclusive; nt = no result given. Some of the compounds tested; the hit share may differ from the screen's.

1) O=C(CCc1ccccc1)NCCc1nc2ccccc2[nH]1
2) CN1CCN(C(=O)c2cc([N+](=O)[O-])ccc2Cl)CC1
3) Nc1ccc(C(=O)N2CCN(S(=O)(=O)c3ccc(Cl)s3)CC2)cc1[N+](=O)[O-]
4) CCn1cc(C(=O)NCCc2ccccc2C)c(=O)c2ccc(C)nc21
5) CS(=O)(=O)N1c2ccccc2[C@]2(Br)C[C@H]3C(=O)N[C@@H](Cc4ccccc4)C(=O)N3[C@H]12
6) Cc1ccc2cc(/C=N/NC(=O)CN3CCCCC3)c(Cl)nc2c1
7) COc1cccc(C(C)(O)c2nc(-c3cccc(C(=O)O)c3)cs2)c1 (stereo unspecified)
8) Cc1noc(C)c1S(=O)(=O)N(C)C[C@@H]1Oc2c(cccc2N(C)C)C(=O)N([C@H](C)CO)C[C@H]1C
assay / entry | 1 | 2 | 3 | 4 | 5 | 6 | 7 | 8
SIRT5 inh | -3 | -4 | -2 | 2 | nt | -2 | -3 | -4
S100A4 MyoIIA | 4 | -3 | 0 | 0 | -13 | -2 | -1 | 4
Statin myotox sup | nt | 0 | -10 | 4 | -6 | -1 | 5 | -25
PGC1a acetyl inh | nt | nt | -10 | 8 | -4 | -4 | -9 | 2
XiGFP reactiv | 0.0 | 0.0 | 0.2 | 0.0 | 0.0 | 0.1 | 0.0 | -0.5
Cneo AK release | nt | 0 | 0 | -1 | 0 | -1 | 2 | 0
ERAP1 inh | 0 | 0 | 3 | 0 | nt | 1 | -3 | 4
LGR2 antag | 23 | -2 | -6 | 0 | -11 | 9 | -12 | -8

Pulled by structure from the list above (5):
6) Cc1ccc2cc(/C=N/NC(=O)CN3CCCCC3)c(Cl)nc2c1
7) COc1cccc(C(C)(O)c2nc(-c3cccc(C(=O)O)c3)cs2)c1 (stereo unspecified)
2) CN1CCN(C(=O)c2cc([N+](=O)[O-])ccc2Cl)CC1
1) O=C(CCc1ccccc1)NCCc1nc2ccccc2[nH]1
8) Cc1noc(C)c1S(=O)(=O)N(C)C[C@@H]1Oc2c(cccc2N(C)C)C(=O)N([C@H](C)CO)C[C@H]1C
assay / entry | 6 | 7 | 2 | 1 | 8
SIRT5 inh | -2 | -3 | -4 | -3 | -4
S100A4 MyoIIA | -2 | -1 | -3 | 4 | 4
Statin myotox sup | -1 | 5 | 0 | nt | -25
PGC1a acetyl inh | -4 | -9 | nt | nt | 2
XiGFP reactiv | 0.1 | 0.0 | 0.0 | 0.0 | -0.5
Cneo AK release | -1 | 2 | 0 | nt | 0
ERAP1 inh | 1 | -3 | 0 | 0 | 4
LGR2 antag | 9 | -12 | -2 | 23 | -8

(listing goes on)
9) CCC(=O)Nc1ccc2c(c1)C(=O)N(C)C[C@H](OC)[C@H](C)CN(CC1CCCCC1)[C@H](C)CO2
10) C[C@@H]1CN([C@H](C)CO)C(=O)c2cc(NC(=O)c3ccncc3)ccc2O[C@H]1CN(C)Cc1ccncc1
11) CCCCN(CC)S(=O)(=O)c1ccc(C(=O)N=c2sc3cc(NC(C)=O)ccc3n2C)cc1
12) Cc1ccc(C)c(NC(=O)CCN2C(=O)[C@@H]3Cc4ccccc4CN3C2=O)c1
13) CCN(CC)CCC(c1ccc2c(c1)OCO2)c1c(O)cc(OC)cc1OC (stereo unspecified)
14) CNC[C@@H]1OCCCC[C@H](C)Oc2ccc(NC(=O)Nc3ccc(C(F)(F)F)cc3)cc2C(=O)N([C@H](C)CO)C[C@H]1C
15) COc1ccccc1-n1cc(CN2CCc3onc(-c4ccc(Br)cc4)c3C2=O)nn1
16) CNC[C@H]1Oc2cc(-c3ccc(C(=O)N(C)C)cc3)ccc2S(=O)(=O)N([C@H](C)CO)C[C@@H]1C
assay / entry | 9 | 10 | 11 | 12 | 13 | 14 | 15 | 16
SIRT5 inh | 7 | 6 | -12 | -6 | nt | nt | 1 | 1
S100A4 MyoIIA | 45 | -10 | 10 | 7 | nt | nt | -6 | -6
Statin myotox sup | 7 | -3 | nt | 19 | -1 | -32 | nt | -12
PGC1a acetyl inh | -1 | 0 | -3 | -11 | nt | -10 | nt | 2
XiGFP reactiv | 0.5 | 0.3 | 1.3 | 0.1 | 0.1 | -0.6 | -0.1 | 0.4
Cneo AK release | -2 | 47 | 2 | -1 | 0 | nt | nt | 3
ERAP1 inh | -3 | -1 | 2 | 4 | nt | nt | -2 | -3
LGR2 antag | -4 | 13 | nt | 1 | 20 | 7 | 1 | 2

17) COCC(=O)N(C)C[C@@H]1Oc2ncc(C#C[C@H](C)O)cc2C(=O)N([C@@H](C)CO)C[C@@H]1C
18) CC(c1ccccc1)N1CC(C(=O)N2CCN(c3ccc(F)cc3)CC2)CC1=O (stereo unspecified)
19) COc1ccc(CN2CCNC(=O)C2CC(=O)NC2CCC2)c(OC)c1 (stereo unspecified)
20) CCc1ccc(CN(C)C(=O)C2CCC(=O)N(Cc3cccc(OC)c3)C2)nc1 (stereo unspecified)
21) O=C(NCc1cccnc1)/C(=C/c1ccccc1)NC(=O)c1ccccc1
22) COc1ccc(-n2c(SCC(=O)NCC3CCCO3)nc3c([nH]c4ccccc43)c2=O)cc1OC (stereo unspecified)
23) Cc1ccc(-c2cnc3c(c2)C(=O)N([C@H](C)CO)C[C@H](C)[C@H](CN(C)CC2CCOCC2)O3)cc1
24) CCN(CC)C(=O)Cn1cc(S(=O)(=O)CC(=O)N2CCOCC2)c2ccccc21
assay / entry | 17 | 18 | 19 | 20 | 21 | 22 | 23 | 24
SIRT5 inh | -2 | nt | 2 | -2 | -4 | -4 | 4 | -6
S100A4 MyoIIA | 1 | nt | -4 | -4 | 0 | -4 | 3 | 1
Statin myotox sup | 1 | 4 | 2 | -1 | nt | -10 | -16 | nt
PGC1a acetyl inh | -1 | 7 | -5 | 7 | 2 | nt | 0 | 0
XiGFP reactiv | 0.4 | nt | 0.2 | -0.1 | 0.3 | 0.4 | -0.3 | 0.2
Cneo AK release | 4 | 6 | 1 | -1 | nt | -2 | 0 | 0
ERAP1 inh | -2 | nt | -4 | -4 | -2 | 2 | 2 | -3
LGR2 antag | -2 | 4 | -5 | 10 | -22 | 7 | -7 | -12

25) CCCCN(C(=O)CC(c1ccccc1)c1ccccc1)c1c(N)n(CCC)c(=O)[nH]c1=O
26) COC(=O)Cn1c(=NC(=O)c2nc3ccccc3s2)sc2cc(S(N)(=O)=O)ccc21
27) COc1ccc(NC(=O)Nc2ccc3c(c2)C(=O)N([C@H](C)CO)C[C@H](C)[C@@H](CN(C)C(=O)NC(C)C)OCCCC[C@@H](C)O3)cc1
28) COc1ccc(Cn2c(-c3ccccc3C)nc3c(c(=O)c4ccccc4n3C)c2=O)cc1
29) COc1ccc(N2C(=O)CC(Cc3ccc(Br)cc3)C2=O)cc1 (stereo unspecified)
30) CCNC(=O)[C@@H]1[C@@H](CO)[C@@H]2Cn3c(ccc(-c4ccccc4OC)c3=O)[C@@H]2N1CC
31) CC1(C)CC(=O)C=C(NCc2ccccc2)C1
32) CC(C)(C)N/C=C(\C#N)S(=O)(=O)c1ccc(Br)cc1
assay / entry | 25 | 26 | 27 | 28 | 29 | 30 | 31 | 32
SIRT5 inh | 1 | nt | -1 | -19 | 0 | 5 | 2 | -2
S100A4 MyoIIA | -4 | nt | -4 | -4 | 1 | -14 | -1 | 1
Statin myotox sup | nt | 24 | nt | 4 | 16 | 9 | 13 | 3
PGC1a acetyl inh | nt | 2 | -5 | 0 | -2 | nt | -3 | 3
XiGFP reactiv | 0.0 | 0.2 | 0.0 | -0.1 | 0.0 | 0.1 | nt | -0.1
Cneo AK release | -1 | nt | -1 | -3 | 0 | -5 | 1 | -1
ERAP1 inh | -2 | nt | 1 | 8 | -3 | 0 | 0 | -4
LGR2 antag | 21 | 13 | -2 | nt | -2 | 1 | 7 | -3

Sorted by the number under SIRT5 inh (smallest number first): some entries from above.
cpd	compound	SIRT5 inh
28	COc1ccc(Cn2c(-c3ccccc3C)nc3c(c(=O)c4ccccc4n3C)c2=O)cc1	-19
32	CC(C)(C)N/C=C(\C#N)S(=O)(=O)c1ccc(Br)cc1	-2
27	COc1ccc(NC(=O)Nc2ccc3c(c2)C(=O)N([C@H](C)CO)C[C@H](C)[C@@H](CN(C)C(=O)NC(C)C)OCCCC[C@@H](C)O3)cc1	-1
29	COc1ccc(N2C(=O)CC(Cc3ccc(Br)cc3)C2=O)cc1 (stereo unspecified)	0
31	CC1(C)CC(=O)C=C(NCc2ccccc2)C1	2
30	CCNC(=O)[C@@H]1[C@@H](CO)[C@@H]2Cn3c(ccc(-c4ccccc4OC)c3=O)[C@@H]2N1CC	5

(listing goes on)
33) O=C1NC(=O)C(CSc2ccccc2)(c2ccccc2)N1 (stereo unspecified)
34) CCOc1ccc(OCCC(=O)N(CC(=O)Nc2ccccc2C(F)(F)F)Cc2ccco2)cc1
35) COCC(=O)N1CCC2(CC1)CN(C(=O)Nc1ccccc1F)[C@H](CO)c1c2c2ccc(OC)cc2n1C
36) O=S(=O)(Nc1ccc(-c2cn3c(n2)SCC3)cc1)c1cc(F)ccc1F
37) CCC(C(=O)NC1CCCC1)N(C(=O)Cn1nnc(-c2ccc(C)o2)n1)c1ccc(F)cc1 (stereo unspecified)
38) O=S(=O)(N[C@@H]1CC[C@@H](CCn2cc(-c3cccnc3)nn2)O[C@@H]1CO)c1ccc(Cl)cc1
39) COCC(=O)Nc1ccc2c(c1)OC[C@H](C)N(CCc1ccccc1)C[C@@H](C)[C@H](OC)CN(C)C2=O
40) CN(C)C(=O)[C@@H]1[C@@H](CO)[C@@H]2Cn3c(ccc(-c4ccc(F)cc4)c3=O)[C@@H]2N1C(=O)c1ccccn1
assay / entry | 33 | 34 | 35 | 36 | 37 | 38 | 39 | 40
SIRT5 inh | 0 | -4 | 2 | 4 | 0 | 0 | -1 | 3
S100A4 MyoIIA | 2 | -1 | ? | -6 | 2 | 4 | 2 | -1
Statin myotox sup | -2 | nt | nt | -9 | 2 | -4 | -3 | -7
PGC1a acetyl inh | -1 | nt | -3 | 2 | nt | 8 | -9 | nt
XiGFP reactiv | 0.0 | 0.9 | 0.2 | 0.0 | 0.0 | 0.0 | 0.1 | 0.9
Cneo AK release | 1 | nt | nt | 0 | -1 | 1 | 0 | 37
ERAP1 inh | -2 | 2 | 1 | -13 | 0 | 2 | 3 | 1
LGR2 antag | 21 | 5 | 4 | nt | 3 | 4 | 4 | -9

41) Cc1ccc(CN(C)CC(=O)Nc2cccc([N+](=O)[O-])c2)o1
42) C[C@H]1CN([C@@H](C)CO)C(=O)Cc2cc(NS(C)(=O)=O)ccc2O[C@@H]1CN(C)Cc1ccncc1
43) CCC(=O)N1C[C@@H](C)[C@H](OC)CN(C)C(=O)c2cc(NC(=O)NC3CCCC3)ccc2OC[C@H]1C
44) CCCNC(=O)c1nc(C)c(C)nc1C(=O)Nc1cccc(Cl)c1
assay / entry | 41 | 42 | 43 | 44
SIRT5 inh | 0 | nt | 4 | 2
S100A4 MyoIIA | 3 | 6 | -33 | 4
Statin myotox sup | nt | -34 | nt | 12
PGC1a acetyl inh | nt | -1 | 2 | 1
XiGFP reactiv | -0.1 | 0.0 | 0.2 | 0.1
Cneo AK release | nt | -2 | nt | -4
ERAP1 inh | 0 | 1 | -2 | 0
LGR2 antag | 10 | 25 | -6 | 5

Source: PubChem BioAssay (Broad Institute)
